Compound activity from PubChem BioAssay.
Tat export inh: blocks Tat-dependent protein export in E. coli; E. coli MC4100 TorA-mCherry Tat export, fluorescence; actives 0.036% (n = 340,000); AID 488895; inhibition, % at 10 µM;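 active = mean replicate inhibition at least 50% and at least half of replicates individually reaching 50%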;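 also: exported cargo escapes ClpAP degradation while cytoplasmic cargo is degraded and loses fluorescence; 0% = median of neutral control wells and 100% = median of NaSCN control wells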
phage Ecoli inh: E. coli growth loss with phage present; inhibition, % at 11.9 µM; growth absorbance; actives 0.26% (n = 360,000); in the data active = inhibition above about 11%
SR-BI DiI inh: mouse SR-BI HDL lipid transfer inhibition | ldlA[mSR-BI] CHO cells, DiI-HDL uptake fluorescence, 3 h | actives 0.96% (n = 320,000) | inhibition, % at 12.5 µM;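 active = mean replicate inhibition of at least 70% and a set share of replicates each scoring 70 or more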;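 also: 0% = median of neutral control wells and 100% = median of positive control wells; values of inactives mirror those of a sister screen read the other way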
Target sequence (Q61009 whole entry, looked up): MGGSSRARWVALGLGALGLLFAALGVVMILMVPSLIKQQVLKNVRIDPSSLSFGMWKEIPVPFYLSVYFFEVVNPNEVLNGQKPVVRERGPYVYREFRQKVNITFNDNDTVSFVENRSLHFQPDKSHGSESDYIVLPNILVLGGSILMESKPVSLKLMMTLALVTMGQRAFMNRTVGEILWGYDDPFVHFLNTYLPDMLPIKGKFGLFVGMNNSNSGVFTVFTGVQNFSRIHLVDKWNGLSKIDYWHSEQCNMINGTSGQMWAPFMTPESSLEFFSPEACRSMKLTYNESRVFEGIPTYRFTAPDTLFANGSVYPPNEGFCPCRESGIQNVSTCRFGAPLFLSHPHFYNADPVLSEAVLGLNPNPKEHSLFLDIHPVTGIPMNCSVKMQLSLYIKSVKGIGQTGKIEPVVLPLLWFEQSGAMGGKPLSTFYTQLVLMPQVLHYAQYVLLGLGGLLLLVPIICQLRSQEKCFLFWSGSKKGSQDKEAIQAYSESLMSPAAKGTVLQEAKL
SR-BI DiI-HDL act: SR-BI HDL lipid transfer activation; activation, % at 12.5 µM; actives 0.096% (n = 320,000); AID 504775; CHO ldlA[mSR-BI] cells, DiI-HDL uptake fluorescence, 3 h; 100 = double the neutral-control signal;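 active = mean replicate activation of at least 60% and every replicate at or above 60%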;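 also: 0% = median plate neutral-control signal and 100% = twice that signal; values of inactives mirror those of a sister screen read the other way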
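Assay system: LDL receptor-deficient CHO ldlA cells overexpressing murine SR-BI / Medium: BSA-supplemented, HEPES-buffered Ham's F12, pH 7.4 / Probe or stimulus: DiI-labelled HDL at 10 µg/mL final / Timing: compound with DiI-HDL co-incubation, 3 h at 37 °C / Technique: bottom-read cell fluorescence after medium removal, ex 550/em 595 nm / Measure: HDL uptake via cellular fluorescence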
CAL PDZ FP-1: blocks peptide binding to the human CAL PDZ domain | Q9HD26 | purified CAL PDZ, TMR-peptide fluorescence polarization, 1 h | inhibition, % at 24.9 µM | actives 0.92% (n = 300,000) | AID 602252;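 active = mean inhibition of at least 30% with at least half of replicates also reaching 30%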;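 also: 0% = DMSO neutral control and 100% = excess unlabeled competitor peptide PRC23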
E coli growth: reduces bacterial viability in AddAB counter-screen; E. coli V3065 growth, OD600 absorbance, 18 h; inhibition, % at 11.9 µM; actives 0.27% (n = 330,000);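 active = inhibition above the campaign's mean inhibition across all tested compounds plus 3 SD, cut at about 9.9% in these data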;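 also: uninfected addAB+ strain grown without phage in ampicillin broth; 0% = DMSO wells and 100% = ciprofloxacin 0.95 µg/ml wells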
AddAB inh: less growth of phage-infected E. coli with AddAB; E. coli expressing H. pylori AddAB, absorbance growth; inhibition, % at 11.9 µM; actives 0.29% (n = 330,000); AID 435030; in the data active = inhibition above about 12%;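 also: 0% = vehicle wells of infected cells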
MITF TRPM1 HTS: increases MITF-driven TRPM1 promoter luciferase signal; activation, % at 12.5 µM; SK-MEL-5 TRPM1-promoter luciferase, 24 h; % of positive control, neutral wells = 0; actives 0.75% (n = 300,000); AID 588334;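 active = mean activation of at least 80% with every replicate also reaching 80%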;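 also: 0% = neutral control wells and 100% = parthenolide positive control wells; values of inactives mirror those of a sister screen read the other way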
Wnt act: activates Wnt/beta-catenin signaling in a reporter cell assay | activator, plate reader | activation, % at 9.35 µM | actives 1.2% (n = 300,000) | AID 743398; in the data active = activation above about 30%, passing the limit was not always enough;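 also: 0% = neutral control wells and 100% = positive control wells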
CAL PDZ FP-2: inhibitors of human CAL PDZ peptide binding; Q9HD26; purified CAL PDZ, TMR-peptide fluorescence polarization, 1 h; inhibition, % at 20 µM; actives 0.02% (n = 330,000); AID 504414;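 active = highest replicate inhibition of at least 40%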;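 also: plate controls were DMSO neutral control wells for no effect and unlabeled competitor peptide control wells for full effect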
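Material – purified CerCALP PDZ construct · Detection – FP readout, S and P plane fluorescence · Measure – percent inhibition from loss of millipolarization · Controls – unlabelled peptide for full inhibition, DMSO wells as neutral · Probe or stimulus – TMR-labelled reporter peptide T*-PRC34 bound in PDZ groove · Times – 1 h at RT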
Active calls of the source: *; x = no result given.

SMILES | Tat export inh | phage Ecoli inh | SR-BI DiI inh | SR-BI DiI-HDL act | CAL PDZ FP-1 | E coli growth | AddAB inh | MITF TRPM1 HTS | Wnt act | CAL PDZ FP-2
CS(=O)(=O)c1ccc(NC(=O)c2ccc3c(c2)S(=O)(=O)N=C2CCCCCN23)cc1 | 4.8 | 6.6 | -8.6 | 8.6 | -0.2 | 3.2 | -1.0 | -6.8 | -0.8 | -3.9
COc1ccc(NC(=O)CN2CCC(C(N)=O)(N3CCCCC3)CC2)c(OC)c1 | -1.0 | 0.3 | 8.2 | -8.2 | 1.5 | -1.4 | 1.5 | 5.2 | 1.9 | -0.5
COC(=O)CCCC1=CC2=C(c3ccccc3)C(=O)C(C)(OC(=O)C3CCCC3)C(=O)C2=CN1Cc1ccco1 (centres undefined) | -7.7 | 0.5 | -12.9 | 12.9 | -3.7 | -0.2 | 2.1 | 5.3 | -3.4 | -0.6
O=c1c2oc3ccccc3c2ncn1Cc1ccc(F)cc1 | -3.6 | 0.3 | -17.7 | 17.7 | -3.4 | 1.3 | 2.0 | 7.7 | 0.6 | -0.8
Cc1ccc(OCCCCn2c(CO)nc3ccccc32)cc1 | -10.7 | 2.7 | 15.2 | -15.2 | 3.0 | -2.1 | 3.5 | 8.0 | -1.6 | 0.4
COc1ccc(C2C(C(C)=O)=C(O)C(=O)N2c2cccnc2)c(OC)c1 (centres undefined) | -0.5 | 1.7 | -4.7 | 4.7 | x | 1.2 | 0.7 | 1.4 | x | -0.1
O=C1c2ccccc2C(=O)N1N(c1ccccc1)c1ccccc1 | 11.3 | 3.4 | -11.9 | 11.9 | x | x | x | -3.3 | -3.0 | 0.9
Cc1ccc(C(=O)CSc2ncnc3ccccc23)o1 | -0.8 | 6.3 | -16.7 | 16.7 | 10.3 | 2.4 | -0.2 | 46.3 | 16.7 | -2.1
CC1CCN(Cc2cnc(Cl)s2)CC1 | 7.7 | 4.5 | -33.0 | 33.0 | 14.2 | 1.4 | 2.4 | 19.0 | -2.3 | x
Cc1ccc2nc(NC(=O)C3=NN(c4ccccc4)C(=O)CC3)sc2c1 | 5.4 | 4.7 | 4.9 | -4.9 | -0.1 | 1.1 | 0.3 | 14.8 | 12.4 | -2.1
COc1cc(/C=N/Nc2nc(Nc3ccccc3)nc(-n3nc(C)cc3C)n2)cc(OC)c1OC | 6.6 | 3.7 | 26.5 | -26.5 | -3.0 | -3.2 | -1.0 | -2.4 | -26.5 | -3.8
CN(c1ccccc1C(=O)NC1CC2CCC1C2)S(=O)(=O)c1ccccc1 (centres undefined) | -9.8 | 3.2 | -48.0 | 48.0 | -6.5 | -1.6 | 1.9 | 1.2 | -3.5 | -0.9
Cc1ccc(/C([O-])=C(/C(=S)Nc2ccc(SC(F)F)cc2)[n+]2ccccc2)cc1[N+](=O)[O-] | -3.1 | 3.8 | 27.2 | -27.2 | x | 1.7 | -1.9 | -6.6 | 0.2 | -0.9
CC(NC(=O)c1cccc(N(C)C)c1)c1ccc(-n2ccnc2)cc1 (centres undefined) | -7.0 | -1.6 | 6.5 | -6.5 | 1.9 | -0.2 | 3.9 | -0.8 | 0.0 | -2.7
C=C(C)COc1ccc2c(C)c(CC(=O)OC)c(=O)oc2c1C | 3.8 | x | 18.3 | -18.3 | x | -0.4 | 3.5 | x | x | -0.7
Cc1cccc(C)c1NC(=O)Cn1c(CN2CCCCC2)nc2ccccc2c1=O | -6.0 | 4.2 | -12.1 | 12.1 | 0.4 | -0.2 | 3.5 | -9.8 | x | -0.3
COc1cccc(NC(=O)C2CC2(c2cccc(OC)c2)c2cccc(OC)c2)c1 (centres undefined) | 7.9 | 4.8 | 29.6 | -29.6 | -1.9 | -0.5 | -0.3 | 2.0 | -2.1 | -2.6
O=C(CN1CCN(S(=O)(=O)c2ccccc2)CC1)Nc1ccccc1C(=O)c1ccccc1 | 10.8 | 3.2 | 10.0 | -10.0 | -2.1 | -0.8 | 0.1 | -0.8 | -3.1 | -1.2
C=CCNC(=O)c1onc(CSc2ccc(Cl)cc2)c1C(=O)O | 0.9 | 3.6 | -5.0 | 5.0 | -3.9 | 3.4 | 1.3 | 6.9 | -3.0 | -0.2
O=c1ccc(-c2nc3ccccc3n2Cc2ccc(Cl)cc2)c[nH]1 | -1.5 | 2.1 | -9.1 | 9.1 | 41.2* | -1.0 | -0.4 | -8.6 | 1.6 | x
CCOc1[nH]n(-c2ccccc2)c(=O)c1C=NCC(=O)OC | -1.0 | 3.6 | -30.9 | 30.9 | -1.4 | -0.1 | 2.6 | 0.5 | -1.1 | -2.6
NCCc1nnc(SCC(=O)Nc2ccc(Br)cc2)o1 | -0.7 | 0.7 | -30.7 | 30.7 | -2.6 | 0.4 | -1.9 | 5.0 | 2.2 | -2.7
COc1ccc(OC)c2[nH]c(=O)c(CCNS(=O)(=O)c3ccc(F)cc3)cc12 | 1.7 | 1.4 | 0.2 | -0.2 | -1.7 | -0.8 | 0.8 | -5.0 | 0.3 | -3.5
COc1ccc(NC(=O)c2cc3c(Cl)nc4ccccc4c3s2)cc1OC | 8.1 | 2.9 | 66.8 | -66.8 | 4.2 | -2.5 | -1.2 | -5.9 | -1.9 | 0.4
COc1cccc(C(=O)Nc2ccc(S(=O)(=O)N3CCCCC3)cc2)c1OC | -4.1 | 2.0 | 13.0 | -13.0 | -1.9 | 0.8 | 2.5 | -7.1 | -0.1 | -2.3
O=C(CNC(=O)c1ccco1)OCc1c(F)cccc1Cl | 3.5 | 2.3 | -10.6 | 10.6 | -4.2 | 0.3 | 0.6 | 23.0 | -4.6 | -0.9
c1cn(CC2(Cn3ccnc3)COC2)cn1 | -4.5 | 1.4 | -13.3 | 13.3 | -2.4 | -1.0 | 2.6 | -2.8 | x | 0.2
Cc1cccc(C(=O)NCC(=O)N2CC(=O)Nc3ccccc32)c1 | 1.1 | 1.8 | -8.2 | 8.2 | -2.7 | -1.7 | -2.3 | -1.9 | -1.6 | -2.4
Nc1nonc1-n1nnc(C(=O)N/N=C/c2ccc3c(c2)OCO3)c1-c1ccccc1 | 2.6 | 1.5 | 50.2 | -50.2 | -1.3 | 1.4 | 4.4 | -2.5 | -0.9 | -2.6
COc1ccc(N2CC(O)=C(c3n(C)c4ccccc4[n+]3C)C2=N)cc1 | 2.6 | 0.9 | 0.1 | -0.1 | -3.3 | -0.4 | 2.4 | x | -0.7 | -0.1
CCOC(=O)c1c(NC(=O)C(=O)N/N=C/c2ccc(O)c(OC)c2)sc2c1CCCCC2 | 3.4 | 2.5 | 59.5 | -59.5 | 0.1 | -1.0 | 0.4 | 16.9 | x | -1.0
C[N+]1(CCN2C(=O)C3CC=C(Cl)CC3C2=O)CCOCC1 (centres undefined) | 1.2 | 2.0 | -10.8 | 10.8 | -8.0 | 2.7 | 3.1 | 0.9 | -5.0 | -0.3
O=C1CC(=O)Nc2cc(S(=O)(=O)Nc3ccc(Cl)c(C(F)(F)F)c3)ccc2N1 | 3.6 | 2.4 | 2.4 | -2.4 | 2.7 | -0.5 | 3.1 | 9.6 | -1.2 | -0.8
COc1ccc(Cc2ccccc2C(=O)O)cc1 | 2.5 | 3.5 | -16.9 | 16.9 | -3.3 | x | x | -1.4 | 0.6 | 0.1
Cc1ccc(C(=O)NNC(=O)CSc2nnc3ccccn23)cc1 | 0.1 | 1.9 | -7.7 | 7.7 | -5.2 | -3.7 | -1.6 | -0.9 | -3.5 | -0.4
C(=C\c1nc(-c2ccccc2)no1)/c1ccccc1 | -6.5 | 2.5 | -6.1 | 6.1 | -1.4 | -2.8 | -0.7 | 42.1 | 24.3 | -1.3
CSCCC(NC(=O)c1ccco1)C(=O)N1CCN(c2ccccc2O)CC1 (centres undefined) | -8.8 | 6.3 | -9.8 | 9.8 | -8.4 | -1.1 | 1.8 | x | -1.0 | -0.2
O=C(Nc1cccc(-c2cccc(F)c2)c1)C1CCN(Cc2ccco2)CC1 | 0.7 | 0.4 | -14.2 | 14.2 | -0.9 | x | x | -15.3 | 2.8 | -1.5
CCCCOc1ccccc1C1C(C(=O)OC)=C(C)N(C)C(C)=C1C(=O)OC | 2.9 | 0.6 | -17.3 | 17.3 | x | -0.5 | -1.2 | -9.0 | -15.4 | -0.8
COCCOC(=O)C1=C(C)N=C2SCCC(=O)N2C1c1cccc(Br)c1 (centres undefined) | -6.0 | 4.0 | 11.7 | -11.7 | x | 3.7 | 3.3 | 1.6 | x | -0.8
CCCCCOP(=O)(OCCCCC)C1(NS(=O)(=O)c2ccccc2)C=CC(=O)c2ccccc21 (centres undefined) | 6.6 | 0.7 | 1.0 | -1.0 | 0.4 | 2.4 | 2.3 | -15.2 | x | -0.1
CCc1ccccc1NC(=O)CN1CCN(C(=O)C2CCN(C(=O)/C=C/c3ccccc3)CC2)CC1 | -7.4 | -0.6 | 30.4 | -30.4 | x | 1.2 | 0.6 | 4.7 | 8.7 | -1.1
O=C(c1cc2ccccc2c(=O)o1)N1CCCCCC1 | -5.8 | 3.5 | -28.2 | 28.2 | -0.7 | 1.4 | 2.6 | 29.0 | 2.3 | 0.7
Cc1cc(C)c(NC(=S)N(CCc2ccncc2)C(C)C)c(C)c1 | -10.4 | 0.5 | x | x | 6.6 | 2.2 | 5.6 | -2.4 | -1.9 | -1.3
Cc1nn(Cc2ccccc2)c(C)c1C(=O)N1CCN(CC(=O)Nc2ccccc2Cl)CC1 | 7.9 | 2.7 | 21.1 | -21.1 | -0.5 | -1.2 | -1.1 | 0.4 | -6.3 | -0.7
CC(O)C(C(=O)OCc1ccc([N+](=O)[O-])cc1)N1C(=O)c2ccccc2C1=O (centres undefined) | -12.8 | 3.2 | -29.6 | 29.6 | 3.5 | 1.2 | 3.5 | -16.5 | -1.4 | -2.3
CCOC(=O)C1=C(C)Nc2nc(C)nn2C1c1ccc(OCC)c(OC)c1 (centres undefined) | 0.6 | 1.8 | -4.8 | 4.8 | x | -0.5 | 0.9 | x | -3.9 | 0.0
COc1ccc(NC(=O)CC(C)C)c(OC)c1 | -6.8 | -0.7 | 2.6 | -2.6 | -3.1 | -0.8 | 3.5 | -10.2 | 1.0 | 0.0
Cc1ccccc1Cn1c(CN2CCc3ccccc3C2)nc2c1c(=O)n(C)c(=O)n2C | 2.6 | -1.1 | -26.8 | 26.8 | -3.2 | 1.7 | -1.1 | -1.8 | x | -2.7

Only MITF TRPM1 HTS and E coli growth, for two of the compounds above:
Compound | MITF TRPM1 HTS | E coli growth
Cc1nn(Cc2ccccc2)c(C)c1C(=O)N1CCN(CC(=O)Nc2ccccc2Cl)CC1 | 0.4 | -1.2
CC(O)C(C(=O)OCc1ccc([N+](=O)[O-])cc1)N1C(=O)c2ccccc2C1=O (centres undefined) | -16.5 | 1.2

Hits appear at their usual frequency; about 3.6% have a hit in one of these screens.
